Source: PubChem BioAssay (The Scripps Research Institute Molecular Screening Center)
TEAD-YAP inh: TEAD-YAP interaction inhibition, primary screen, TEAD-YAP interaction inhibitor project, luminescence, HEK-TIYL cells | TEAD-Gal4/YAP UAS-luciferase luminescence | inhibition, % at 9.12 µM | hit rate 1.4% among 640,000 | AID 1259422, 2018; in the data active = inhibition above about 32%;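 note: 0% = median of test compound wells and 100% = reference inhibitor wells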
MITF inh: MITF inhibitors, primary screen, biochemical, AlphaScreen, human | AlphaScreen MITF homodimerization, bead proximity signal | inhibition, % at 2.6 µM | hit rate 0.91% among 650,000 | AID 1259374, 2018; in the data active = inhibition above about 50%;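 note: 0% = vehicle wells with protein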
Target sequence (O75030 whole entry, looked up): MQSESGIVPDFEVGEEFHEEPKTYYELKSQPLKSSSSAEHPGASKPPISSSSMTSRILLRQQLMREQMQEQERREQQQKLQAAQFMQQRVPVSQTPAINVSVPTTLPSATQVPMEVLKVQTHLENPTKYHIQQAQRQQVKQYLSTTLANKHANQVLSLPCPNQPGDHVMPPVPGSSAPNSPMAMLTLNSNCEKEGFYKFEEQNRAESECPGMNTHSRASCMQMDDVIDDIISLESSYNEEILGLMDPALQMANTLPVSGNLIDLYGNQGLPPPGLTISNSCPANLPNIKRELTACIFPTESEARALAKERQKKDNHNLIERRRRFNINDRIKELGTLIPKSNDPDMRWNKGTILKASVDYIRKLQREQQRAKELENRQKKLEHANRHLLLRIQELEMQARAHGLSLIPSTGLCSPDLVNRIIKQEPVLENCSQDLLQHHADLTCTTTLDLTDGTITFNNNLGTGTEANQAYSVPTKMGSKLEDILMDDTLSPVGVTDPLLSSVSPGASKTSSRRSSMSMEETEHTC
GPR151 activ: activators of human GPR151, primary screen, cell-based, PathHunter beta-arrestin, luminescence. hit rate 1% among 650,000. activation, % at 11.2 µM. PathHunter beta-arrestin GPR151 cells; in the data active = activation above about 4.9%;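 note: 0% = median of compound wells and 100% = cells with positive control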
Target sequence (Q8TDV0 whole entry, looked up): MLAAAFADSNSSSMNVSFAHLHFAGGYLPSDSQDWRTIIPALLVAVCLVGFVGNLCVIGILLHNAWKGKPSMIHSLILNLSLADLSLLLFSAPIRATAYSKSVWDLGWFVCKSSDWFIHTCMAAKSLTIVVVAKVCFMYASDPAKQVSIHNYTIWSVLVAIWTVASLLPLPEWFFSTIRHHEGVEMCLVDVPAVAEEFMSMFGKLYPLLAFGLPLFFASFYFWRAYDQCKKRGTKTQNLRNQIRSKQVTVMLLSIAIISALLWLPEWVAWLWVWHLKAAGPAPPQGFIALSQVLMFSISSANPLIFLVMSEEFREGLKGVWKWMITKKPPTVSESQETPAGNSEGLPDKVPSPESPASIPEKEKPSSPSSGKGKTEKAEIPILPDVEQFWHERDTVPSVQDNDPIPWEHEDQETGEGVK
FBW7 act: FBW7 E3 ligase activators, primary screen, biochemical, AlphaScreen, human; F-box/WD repeat-containing protein 7 (Homo sapiens), Q969H0; AlphaScreen FBW7–phospho-cyclin E peptide binding, activator screen; normalized activity (activation), % at 26.1 µM; hit rate 0.13% among 650,000; AID 1259310, 2017; in the data active = normalized activity above about 1.9%;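 note: purified mutant Fbw7 with reduced substrate affinity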
* hit, by the source's call.

SMILES | TEAD-YAP inh | MITF inh | GPR151 activ | FBW7 act
CCCCOc1ccc(CNC(C)(C)CO)cc1OC | -1.0 | -0.1 | -0.5 | 0.0
O=C(NCc1ccccc1)c1ccc2c(c1)NC(=O)c1ccccc1S2(=O)=O | -5.0 | 9.9 | 1.0 | 0.1
COc1ccc(-n2c(/C=C3\C(=O)N(C)c4ccccc43)nc3ccccc3c2=O)cc1 | -1.0 | 5.0 | 0.0 | 0.0
O=C(COc1ccccc1P(=O)(O)O)Nc1ccc(Cl)cc1 | 9.8 | 19.2 | -1.2 | -0.2
Cc1nn(CCCC(=O)Nc2ccc(Br)cc2)c(C)c1[N+](=O)[O-] | 0.8 | -0.8 | -0.2 | 0.5
CCn1c(C(=O)Nc2ccsc2C(=O)OC)cc2sc(Cl)cc21 | 3.1 | 2.2 | -1.1 | -0.1
Fc1ccccc1CN1CCN(Cc2cccc(Oc3ccccc3)c2)CC1 | -5.6 | 71.8* | 0.0 | 0.0
O=C(Nc1cc(C(F)(F)F)ccc1Cl)c1nn2c(C(F)(F)F)cc(-c3cccs3)nc2c1Br | 5.0 | -5.8 | 0.0 | -0.1
N[C@@H](Cc1ccccc1)C(=O)N1CCC(Nc2ccc3[nH]ncc3c2)CC1 | -0.8 | 7.6 | -0.1 | -0.1
O=C1OC(c2ccc(Cl)cc2)=N/C1=C\c1ccc(Cl)c(Cl)c1 | 1.0 | 4.0 | 0.9 | -0.2
O=C1N/C(=C/c2ccc(N3CCOCC3)cc2)C(=O)N1c1ccccc1 | 6.6 | 18.3 | -0.7 | 0.8
Cc1ccccc1-n1ccnc1SCC(=O)NC(C)C | -2.2 | 6.8 | -1.1 | 0.3
Nc1cc(S(=O)(=O)Nc2ccc(I)cc2)ccc1Cl | 6.4 | 1.3 | 1.4 | -0.2
C/C(Cn1nc([N+](=O)[O-])cc1C)=N\NC(=O)c1ccc([N+](=O)[O-])cc1Cl | 1.4 | 18.7 | -1.4 | 0.2
O=C(/C=C/c1ccco1)OCC(=O)c1ccc(Cl)s1 | 1.8 | 49.0 | -0.2 | 0.6
O=C(CSc1nnc(COc2ccccc2Cl)o1)NC12CC3CC(CC(C3)C1)C2 | -2.0 | 7.3 | 1.2 | 0.6
CC(CCc1ccccc1)n1c(=S)[nH]c2cc(Cl)ccc21 (stereo not drawn) | 13.3 | -2.3 | 0.3 | -0.1
Cc1cc(C)nc(NS(=O)(=O)c2ccc(NC(=O)CSc3nc4ccccc4[nH]3)cc2)n1 | 3.5 | 22.7 | 1.3 | 0.7
CCOC(=O)CC1C(=O)NCCN1c1nc2c(C)cccn2c(=O)c1C=O (stereo not drawn) | -0.7 | 2.4 | 0.4 | -0.1
Cc1ccc(-n2ncc3c(NCCc4c[nH]c5ccccc45)ncnc32)c(C)c1 | 15.9 | 15.1 | -0.5 | 0.3
Cc1ccc(N2C(=O)N(CC(=O)N3C(C)CCCC3C)C(=O)C2C)cc1 (stereo not drawn) | 2.7 | 6.3 | 1.5 | 0.2
COc1cc(NC(=O)c2cccnc2)ccc1NC(=O)c1cccs1 | 1.8 | -6.2 | -0.2 | 0.1
CCc1csc2ncc(C(=O)NC(C)c3ccc(F)cc3)c(=O)n12 (stereo not drawn) | 0.5 | 1.3 | 1.0 | -0.1
Cc1ccc(CN2C(=O)C(=O)c3cc([N+](=O)[O-])ccc32)cc1 | 66.2* | 3.3 | -0.2 | -0.3
Cc1cc(C(=O)NNC(=O)CNC(=O)C23CC4CC(CC(C4)C2)C3)c(C)o1 | 12.7 | 6.9 | -1.7 | 0.3
O=C(COc1ccc2ccccc2c1)N1c2ccccc2Sc2ccccc21 | -2.3 | 9.7 | -1.2 | 0.1
Cc1cc2n(n1)C(c1cccc(O)c1O)Nc1ccccc1-2 (stereo not drawn) | -18.9 | -1.0 | -0.3 | 0.1
O=C(CSc1ccc(Cl)cc1)NCc1ccccc1 | -14.6 | -1.3 | -0.1 | -0.1
COc1cccc(-c2nc(-c3ccc(NC(=O)c4ccco4)cc3)no2)c1 | -48.9 | 7.2 | 1.2 | 0.1
CCC(CO)NC(=O)c1cnc2scc(-c3ccccc3)n2c1=O (stereo not drawn) | -2.3 | 14.6 | -0.3 | 0.3
Cc1ccc2nc(NS(=O)(=O)c3ccc(Cl)cc3)c(Nc3cccc(C(=O)O)c3)nc2c1 | -3.8 | -4.6 | 0.9 | 0.0
COc1cccc(CNC(=O)C2CCCN(c3nnc(N4CCCC4=O)s3)C2)c1 (stereo not drawn) | 5.4 | -0.6 | -1.0 | 0.0
Cc1nc(C)c(-c2csc(NCc3ccco3)n2)s1 | -53.3 | -9.2 | 1.0 | -0.5
COC(=O)n1c(=O)oc2cc(S(=O)(=O)Nc3ccc(C)cc3)ccc21 | 3.2 | 17.3 | -1.0 | 1.2
CN(CCc1ccccc1)C(=O)c1nc2sccn2c1CNC1CCOC1 (stereo not drawn) | 3.8 | -11.1 | 0.0 | 0.4
CN1C(=O)c2ccc(NC(=O)c3sc4ccccc4c3Cl)cc2C1=O | -2.4 | 18.1 | -0.7 | 0.1
COC1CCCC(C(=O)Nn2c(C3CCC3)nc3ccccc3c2=O)C1 (stereo not drawn) | 3.7 | 16.5 | -0.4 | 0.0
COC(=O)C1Cc2ccccc2CN1Cn1nc(C)c([N+](=O)[O-])c1C (stereo not drawn) | -7.0 | 13.4 | -1.7 | 0.2
COc1cc([N+](=O)[O-])ccc1NC(=O)N1CCN(c2ccccn2)CC1 | -0.3 | 22.1 | 0.0 | 0.2
COc1ccc(CN2CCc3nc(N4CCCCCC4)[nH]c(=O)c3C2)cc1Cn1cccn1 | 0.1 | -9.6 | 0.5 | 0.0

In the list so far, these have bromine.
SMILES | TEAD-YAP inh | MITF inh | GPR151 activ | FBW7 act
Cc1nn(CCCC(=O)Nc2ccc(Br)cc2)c(C)c1[N+](=O)[O-] | 0.8 | -0.8 | -0.2 | 0.5
O=C(Nc1cc(C(F)(F)F)ccc1Cl)c1nn2c(C(F)(F)F)cc(-c3cccs3)nc2c1Br | 5.0 | -5.8 | 0.0 | -0.1

(listing goes on)
SMILES | TEAD-YAP inh | MITF inh | GPR151 activ | FBW7 act
Cc1ccc(N2CC(NC(=O)c3ccccc3[N+](=O)[O-])CC2=O)cc1C (stereo not drawn) | 5.2 | 2.7 | 0.5 | -0.1
O=C(NCc1ccccc1)C(c1cccs1)N(C(=O)c1csnn1)C1CC1 (stereo not drawn) | 3.2 | 8.9 | -0.4 | -0.2
Cc1ccc2c(c1)cc(CN(Cc1ccco1)S(=O)(=O)c1ccccc1)c1nnnn12 | -11.0 | -11.7 | 6.7* | 0.2
Cc1ccc(NC(=O)CCC(=O)N2CCOc3ccccc32)c(Cl)c1 | -1.5 | 0.3 | 4.8 | -0.2
CS(=O)(=O)N(CC(=O)N1CCC(Cc2ccccc2)CC1)Cc1ccccc1 | 21.7 | 11.4 | 0.6 | -0.1
OCC[n+]1c(-c2ccccc2)csc1Nc1ccccc1 | -21.5 | 11.3 | -0.2 | -0.2
OCCNc1ncnc2nc(-c3ccc(N4CCOCC4)nc3)[nH]c12 | -2.5 | 17.4 | 2.1 | 0.0
O=C1NC(=O)C(=Cc2ccc(OCc3cccc(F)c3)c(Cl)c2)C(=O)N1 | -36.3 | 4.7 | -1.5 | -0.8
O=C(Nc1nc2ccccc2[nH]1)c1cncc(Br)c1 | -75.1 | -8.1 | -1.5 | 0.0
CC(=O)c1ccc(NC(=O)c2cc(C)on2)cc1 | -55.5 | -2.6 | -2.5 | 0.0

Only FBW7 act, for 3 of the compounds above:
mol | FBW7 act
COc1ccc(CN2CCc3nc(N4CCCCCC4)[nH]c(=O)c3C2)cc1Cn1cccn1 | 0.0
CC(CCc1ccccc1)n1c(=S)[nH]c2cc(Cl)ccc21 (stereo not drawn) | -0.1
COC(=O)n1c(=O)oc2cc(S(=O)(=O)Nc3ccc(C)cc3)ccc21 | 1.2

Back to the main list, repeating the 5 entries before the break.
SMILES | TEAD-YAP inh | MITF inh | GPR151 activ | FBW7 act
OCC[n+]1c(-c2ccccc2)csc1Nc1ccccc1 | -21.5 | 11.3 | -0.2 | -0.2
OCCNc1ncnc2nc(-c3ccc(N4CCOCC4)nc3)[nH]c12 | -2.5 | 17.4 | 2.1 | 0.0
O=C1NC(=O)C(=Cc2ccc(OCc3cccc(F)c3)c(Cl)c2)C(=O)N1 | -36.3 | 4.7 | -1.5 | -0.8
O=C(Nc1nc2ccccc2[nH]1)c1cncc(Br)c1 | -75.1 | -8.1 | -1.5 | 0.0
CC(=O)c1ccc(NC(=O)c2cc(C)on2)cc1 | -55.5 | -2.6 | -2.5 | 0.0
NS(=O)(=O)c1ccc(NC(=O)c2ccc(Cl)c([N+](=O)[O-])c2)cc1 | 4.1 | -4.1 | 0.2 | 0.0
CC1CCCC(C)N1C(=O)c1cc2nc(-c3ccc(Cl)cc3)cc(C(F)(F)F)n2n1 (stereo not drawn) | -1.0 | 11.6 | 1.0 | 0.1
CC(=O)Nc1nc2c(cc3c4c(cccc42)CC3)s1 | -61.8 | 5.3 | 2.0 | 0.1
Cc1c(NC(=O)CC(C)C)cccc1-c1nc2cccnc2s1 | 8.2 | 13.5 | 1.4 | 0.1
CCOC(=O)c1c(C)c(C(=O)NC2CCCCCC2)c(C)n1C | -8.8 | 5.9 | 0.7 | -0.1
COc1ccc2c(c1N)C(=O)c1ccccc1C2=O | -30.8 | 24.4 | 1.6 | -0.1
COc1ccccc1-n1c(SCC(=O)Nc2ccccc2F)nnc1-c1cccnc1 | 58.3* | -4.7 | -0.7 | 0.4
Cc1ccccc1/C=C1\C(=O)Nc2ccc(Cl)cc21 | 10.9 | -2.9 | 0.0 | 0.0
Cc1ccc2oc(-c3ccc(Cl)c(NC(=O)c4ccc(F)cc4)c3)nc2c1 | -13.6 | -1.4 | -1.9 | -0.2
CCN(CC)CCN(CC)C(=O)c1cnn(-c2nccc(-c3cccs3)n2)c1C | -14.7 | -7.2 | 0.4 | 0.0
CC(=O)C(C)Oc1cc2oc(=O)cc(C)c2cc1Cl (stereo not drawn) | -5.3 | 14.2 | 1.0 | 0.7
Cc1ccc(N2C(=O)C3C4C=CC(C3C2=O)C2C3C(=O)N(c5ccc(C)cc5)C(=O)C3C42)cc1 (stereo not drawn) | 2.2 | -8.8 | 0.4 | -0.2
CN1CCC(N(C)Cc2ccc(F)cc2)CC1 | 0.4 | 48.2 | 2.5 | 0.0
Cc1cc(CN(C)C2CCC(=O)N(Cc3ccccc3Cl)CC2)on1 (stereo not drawn) | -4.1 | -0.6 | 0.1 | 0.0
O=C(CC(=O)c1cc(Cl)ccc1O)c1ccco1 | -21.7 | -31.8 | 1.3 | 0.1
S=c1[nH]c2cc(Cl)ccc2s1 | -22.5 | -2.8 | 1.4 | -0.1
COc1ccc(OCC(=O)O/N=C(\N)c2ccccn2)cc1 | -42.0 | -5.9 | -1.5 | 0.0
Cc1ccc(-c2nc(N3CCC(C)CC3)c3ccccc3n2)cc1 | -7.0 | -2.0 | -1.6 | 0.1
Cc1cc(=O)oc2cc(O)c3c(c12)OC(N)=C(C#N)C3c1ccccc1 (stereo not drawn) | 23.4 | -8.4 | -0.1 | 0.2
COCCN(C(=O)CC1C(=O)NCCN1Cc1ccc(C)cc1)C(C)C (stereo not drawn) | 5.1 | 8.1 | -1.1 | 0.1
O=C(c1ccc2ccccc2c1)N1CCN(c2ccccn2)CC1 | -1.3 | -1.0 | 2.0 | -0.2
COC(=O)c1ccc(N=C2SC(C(=O)Nc3ccccc3OC)CC(=O)N2C)cc1 (stereo not drawn) | -5.2 | 4.9 | 0.9 | -0.2
O=Cc1ccc(Sc2n[nH]c(-c3ccccc3)n2)c([N+](=O)[O-])c1 | 11.8 | 12.5 | -0.3 | 0.0
COc1ccc(CCNC(=O)c2ccc[nH]c2=S)cc1OC | 3.7 | 6.3 | -0.9 | 0.1
O=C(O)CCCn1c(=S)[nH]c2cc3c(cc2c1=O)OCO3 | 1.0 | 18.7 | 3.0 | 0.2
COc1cnc(-c2ccncc2)nc1-c1ccc(C(F)(F)F)cc1 | 10.1 | 18.5 | -1.1 | 0.3
CCOC(=O)C1=C(N)N(c2cccc([N+](=O)[O-])c2)C2=C(C(=O)CC(C)(C)C2)C1c1ccc(SC)cc1 (stereo not drawn) | 4.8 | 9.7 | -1.1 | -0.2
O=C(C1CCC(CNc2c(N3CCCCC3)c(=O)c2=O)CC1)N1CCc2ccccc21 (stereo not drawn) | -2.1 | -2.0 | 0.1 | 0.1
COc1ccc(C2C=C(c3ccc(OC)c(OC)c3)Nc3ncnn32)c(OC)c1 (stereo not drawn) | 0.9 | -5.4 | -0.3 | 0.1
